Assay outcomes deposited in PubChem BioAssay by several laboratories.
CHOP inhibitor = inhibitors of CHOP promoter induction, primary screen, cell-based, unfolded protein response, luciferase reporter | AID 2732, 2010 | inhibition, % at 10 µM | actives 3.8% (n = 220,000) | CHO-K1 CHOP-promoter luciferase, tunicamycin-induced, 15-18 h;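 active = compounds that reduced the stress-induced luciferase reporter signal by more than about 70% of percent inhibition, limit read from the data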;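 note: 0% = tunicamycin plus vehicle and 100% = wells without tunicamycin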
EP2 mod = EP2 receptor modulators, cAMP readout, primary screen, cell-based, HTRF cAMP, PGE2 stimulation | EP2-expressing cells, cAMP HTRF FRET, PGE2 co-stimulation | induction, % at 25 µM | actives 0.83% (n = 260,000) | AID 940, 2007;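 active = compounds whose cAMP rise, as percent of the full-agonist control response, exceeds 60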;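 note: rat C6 glioma line stably carrying human EP2 under a CMV promoter; the protocol text gives 20 µM as final concentration; 100% = response of wells given 1 µM PGE2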
Target sequence (P43116 whole entry, looked up): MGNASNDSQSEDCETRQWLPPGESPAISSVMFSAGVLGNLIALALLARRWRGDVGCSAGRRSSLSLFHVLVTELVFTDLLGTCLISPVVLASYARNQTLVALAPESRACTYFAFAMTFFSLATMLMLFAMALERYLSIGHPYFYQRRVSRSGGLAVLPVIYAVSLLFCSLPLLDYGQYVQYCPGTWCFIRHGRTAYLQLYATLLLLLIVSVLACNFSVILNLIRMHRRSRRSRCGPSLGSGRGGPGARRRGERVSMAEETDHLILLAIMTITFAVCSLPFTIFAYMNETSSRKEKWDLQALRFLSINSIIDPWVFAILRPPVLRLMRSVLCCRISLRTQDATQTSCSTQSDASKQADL
NPY1 pot ag = NPY-Y1 receptor potentiators or agonists, primary screen, cell-based | Neuropeptide Y receptor type 1 (Homo sapiens), P25929 | NPY-Y1 expressing cells, potentiator/agonist activation | activation, % at 3.6 µM | actives 0.37% (n = 220,000) | AID 1304, 2008; in the data active = activation above about 33%, passing the limit was not always enough;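 note: cells stimulated with NPY at EC10 then isoproterenol at EC100; 0% = low agonist plus stimulus and 100% = saturating agonist plus stimulus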
Target sequence (P25929 whole entry, looked up): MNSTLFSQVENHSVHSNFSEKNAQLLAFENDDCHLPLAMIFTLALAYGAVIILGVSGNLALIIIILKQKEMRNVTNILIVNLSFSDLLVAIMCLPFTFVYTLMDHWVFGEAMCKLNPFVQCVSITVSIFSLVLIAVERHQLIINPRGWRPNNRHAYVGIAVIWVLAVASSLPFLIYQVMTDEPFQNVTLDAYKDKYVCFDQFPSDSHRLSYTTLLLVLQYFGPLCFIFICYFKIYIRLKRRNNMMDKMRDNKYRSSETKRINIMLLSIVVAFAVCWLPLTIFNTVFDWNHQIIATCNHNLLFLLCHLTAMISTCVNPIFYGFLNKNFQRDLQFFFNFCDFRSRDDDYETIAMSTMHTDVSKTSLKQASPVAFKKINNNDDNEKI
TRPN1 ag = zebrafish TRPN1 channel agonists, primary screen, cell-based, HEK293, calcium fluorescence. actives 0.18% (n = 220,000). HEK293 zebrafish TRPN1-YFP, Fluo-8 calcium fluorescence; 100% = response to 87 µM carbachol. AID 1424, 2008. activation, % at 3 µM. transient receptor potential cation channel N1 (TRPN1/NompC), Danio rerio;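 active = activation above its plate's cutoff, the mean activation of test wells on that plate plus 3 SD, cut at about 19% in these data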;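 note: 0% = DMSO alone and 100% = 87 µM carbachol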
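System: zebrafish TRPN1-YFP in HEK293 cells / Dosing: 3 µM single point / Timing: dye loading 1 h at 37 °C, then 30 min room temperature / Signal: Fluo-8 calcium fluorescence, excitation 470-495 nm, emission 515-575 nm / Read-out basis: percent activation from peak over basal fluorescence ratio, control-normalized / Control set: high carbachol 87 µM, low DMSO alone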
PPC-1+TRAIL kill = compounds killing PPC-1 cancer cells with TRAIL present, primary screen, TRAIL potentiator project, ATPLite luminescence, uHTS; cell killing (% activity), % at 4 µM; PPC-1 cells + TRAIL, ATPLite viability luminescence; AID 1443, 2008; actives 0.41% (n = 220,000);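 active = cell killing above 50% in the first pass at 4 µM, then a duplicate retest at 5 µM averaging 50% or more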;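 note: plate controls were cells with TRAIL plus DMSO for no effect and medium-only wells lacking cells for full effect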
14-3-3 Bad inh = inhibitors of 14-3-3 zeta/Bad binding, primary screen, biochemical, TR-FRET, bovine 14-3-3 zeta. inhibition, % at 21.7 µM. TR-FRET 14-3-3zeta/Dy647-pBad peptide displacement, 1 h. actives 0.71% (n = 220,000);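 active = inhibition above about 70%, limit read from the data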;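 note: 0% = full 14-3-3 plus peptide FRET controls and 100% = background without 14-3-3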
Target sequence (P63103 whole entry, looked up): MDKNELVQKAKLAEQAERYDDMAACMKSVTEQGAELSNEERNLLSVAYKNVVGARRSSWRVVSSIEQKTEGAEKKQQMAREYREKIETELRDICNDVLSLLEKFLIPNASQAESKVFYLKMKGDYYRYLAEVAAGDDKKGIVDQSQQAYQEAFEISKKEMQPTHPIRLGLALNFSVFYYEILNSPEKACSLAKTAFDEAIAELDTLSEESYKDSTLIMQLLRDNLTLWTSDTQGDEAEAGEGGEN
NPY Y1 blocker = NPY-Y1 receptor antagonists, primary screen, cell-based. AID 1040, 2008. inhibition, % at 3.6 µM. Neuropeptide Y receptor type 1 (Homo sapiens), P25929. HEK293-CNG Y1 cells, membrane potential fluorescence; NPY at EC95, then isoproterenol. actives 1% (n = 200,000);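 active = inhibition above the campaign mean inhibition of all tested compounds plus 3 SD, cut at about 20% in these data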;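 note: 0% = DMSO wells given NPY plus isoproterenol and 100% = isoproterenol alone without NPY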
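Material: HEK293 cells co-expressing NPY Y1 receptor and cyclic-nucleotide gated channel. Timing: compound incubation 1 h at room temperature, readout 45 min post-stimulation. Signal: fluorescence, membrane potential probe.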
EP2 antag = human EP2 receptor antagonists, primary screen, TR-FRET cAMP, C6 glioma cells | Prostaglandin E2 receptor EP2 subtype (Homo sapiens), P43116 | C6 glioma cells expressing human EP2; cells stimulated with saturating PGE2 | inhibition, % at 25 µM | actives 0.52% (n = 260,000);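 active = percent inhibition above 40 after rounding to a whole number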;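 note: rat C6 glioma host cells with rolipram phosphodiesterase inhibitor present; the protocol text gives 20 µM as final concentration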
TRPML3 ag = human TRPML3 channel agonists, primary screen, cell-based, HEK293 TRPML3-YFP, Fluo-8 calcium fluorescence, 3 µM | Mucolipin-3 (Homo sapiens), Q8TDD5 | 100% = the carbachol control signal | activation, % at 3 µM | actives 0.29% (n = 220,000) | AID 1448, 2008;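 active = activation above its plate's cutoff, the mean activation of the plate's test wells plus 3 SD, cut at about 12% in these data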;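 note: 0% = DMSO only wells and 100% = carbachol wells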
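Material: TRPML3-YFP stable HEK293 cells | Dosing: One concentration, 3 µM nominal, 0.3% DMSO | Timing: 125 s total fluorescence read per well | Technique: Fluo-8 calcium dye fluorescence, ex 470-495, em 515-575 nm | Measure: Percent activation from peak-to-basal fluorescence ratio, scaled between DMSO and carbachol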
* = called active by the depositor; · = no result given; & = joins results of further samples; [ ] = remark or other dose. Some of the compounds tested; count on the stated rates, not on these rows.

SMILES	CHOP inhibitor	EP2 mod	NPY1 pot ag	TRPN1 ag	PPC-1+TRAIL kill	14-3-3 Bad inh	NPY Y1 blocker	EP2 antag	TRPML3 ag
COC(=O)CSc1cc(C(F)(F)F)nc(-c2ccccn2)n1	35	22	8	1.0	4	-6	-1	-1	0.4
O=C(NNc1nc2cc3c(cc2s1)OCCO3)c1ccc(F)cc1	-2	-19	-13	-0.4	5	-9	0	9	0.5
O=S(Cc1ccc(Br)cc1)Cc1nnc(SCc2ccc(Cl)cc2)n1-c1ccccc1 (configuration not stated)	85*	41	12	-1.7	9	-4	4	6	-0.6
NC(=O)NC(CC(=O)OCC(=O)NC(=O)NCc1ccco1)c1ccc(Cl)cc1 (configuration not stated)	-15	4	-10	0.6	-12	-14[fluorescence artefact?]	-2	9	0.8
CC12CCC(C(=O)N(c3ccccc3Cl)C1=O)C2(C)C (configuration not stated)	14	18	1	-0.3	-1	-16	1	9	0.4
Cc1ccc(SC(c2ccc(C)cc2)C(Cn2cncn2)C(=O)c2ccccc2)cc1 (configuration not stated)	34	28	0	-0.6	14	-2	3	7	-0.4
Cc1cccc(C2NS(=O)(=O)N=C2N)c1 (configuration not stated)	51	2	-5	0.1	16	-1[fluorescence artefact?]	18	0	0.3
Cc1cccc(NC(=O)Cn2c(/C=C/c3ccccc3)nc3ccccc32)c1	21	11	-18	-0.6	19	-1	13	7	-0.6
CCCCCC1CC(CC(=O)Nc2ccc([N+](=O)[O-])cc2)C(=O)O1 (configuration not stated)	101*	-34	17	-0.6	0	-7[fluorescence artefact?]	-7	4	-0.6
Cc1cc(C(=O)CN2C(=O)NC(C)(c3cccc(Br)c3)C2=O)c(C)n1Cc1ccco1 (configuration not stated)	-3	-15	9	0.5	14	-9	-7	14	0.0
CCOc1[nH]c(/N=C/c2ccco2)c(C#N)c1C#N	11	-15	-6	2.3	10	-14	-4	·	0.7
Cc1c(/C=N\NC(=O)C2COc3ccc(C(C)(C)C)cc3O2)c2ccccc2n1C (configuration not stated)	76*	4	5	-0.1	22	-16	-2	8	0.8
COc1ccc2cc(CN(C(=O)Nc3ccccc3)C3CCCC3)c(=O)[nH]c2c1	3	0	-4	3.0	8	-2	-1	4	1.3
S=C(Nc1ccccn1)c1ccccn1	-38&-32	-16&10	-6&28	0.9&1.5	6&25	-3&-10	0	11	-0.3&1.3
OC(c1ccccc1)(c1ccc(F)cc1)C(c1ccccc1)N1CCOCC1 (configuration not stated)	69	61*	-8	-2.9	11	51	16	6	-1.2
O=C1N(Cc2ccc(F)cc2Cl)c2ccccc2C12OCCCO2	80*	51	-20	-1.6	11	6	4	8	-0.2
CCOC(=O)c1cc(CC)sc1NC(=O)c1ccc2c(c1)OCCO2	-2	69*	-9	0.3	17	23	4	11	0.3
O=C(C1=C[C@H](c2coc3ccccc3c2=O)C[C@H](OCc2ccc(CO)cc2)O1)N1CCN(Cc2ccc3c(c2)OCO3)CC1	31	-29	7	-1.7	6	4	-4	12	-0.7
O=C(NCc1cccc(Cl)c1)c1cccnc1	-10	39	-2	2.3	16	8[fluorescence artefact?]	4	2	0.3
CCCS(=O)(=O)N1CCN(Cc2c[nH]c3ccccc23)CC1	3	-18	7	1.7	11	39	3	0	1.2
COC(=O)c1ccc2c(=O)n(Cc3ccc(C(=O)NCCCN4CCC(C)CC4)cc3)c(=S)[nH]c2c1	0	-22	-26	0.0	-4	8	7	10	-0.2
Cc1ccc(Cn2ncc3c(N4CCN(CCc5ccccc5)CC4)ncnc32)cc1	39	3	-9	2.7	14	1	·	8	1.7
COc1ccc2c(c1)CCc1c(C(=O)Nc3c(C)nn(Cc4ccccc4)c3C)noc1-2	48	-44	-5	-1.1	-10	-7	-8	11	0.0
CC(C)CC(=O)NC(Nc1ccc([N+](=O)[O-])cc1)C(Cl)(Cl)Cl (configuration not stated)	33	-21	14	7.5	8	1[fluorescence artefact?]	-3	7	3.5
O=S(=O)(Nc1ccc(-c2cn3ccsc3n2)cc1)c1ccc2c(c1)OCCO2	-18	-56	-35	2.6	11	11	-1	10	1.2

Other compounds:
SMILES	CHOP inhibitor	EP2 mod	NPY1 pot ag	TRPN1 ag	PPC-1+TRAIL kill	14-3-3 Bad inh	NPY Y1 blocker	EP2 antag	TRPML3 ag
COCC(C)NCC(=O)NC(C)CCc1ccccc1 (configuration not stated)	13	-2	-2	-0.7	24	10	-2	1	0.1
COc1ccc(NCC(=O)N/N=C2\CCCC(C)C2)cc1 (configuration not stated)	8	3	5	0.8	6	-12[fluorescence artefact?]	6	13	0.2
CCC(=O)Nc1cccc(NC(=O)CN2CCN(c3ccccc3OC)CC2)c1	57	-1	-2	0.3	21	-10[fluorescence artefact?]	1	12	0.4
O=C(OCC(=O)N1CCOCC1)c1cccc(S(=O)(=O)N2CCCc3ccccc32)c1	-2	2	18	2.3	-9	7	·	9	0.6
CC(=O)Nc1ncnc2c1c(-c1ccc(Cl)cc1)nn2C(C)(C)C	58	9	13	-0.5	17	8	2	10	0.1
COc1ccc(CCN2C(=O)c3[nH]nc(-c4ccccc4O)c3C2c2ccccc2)cc1OC (configuration not stated)	58	-2	-6	-1.6	15	3	-3	4	-0.4
O=C1C(=Cc2ccco2)C(=O)c2ccccc21	25	-63	-18	-0.8	-8	-25	5	8	0.4
CCOC(=O)c1cnc2nc(C)[nH]n2c1=O	13	20	10	1.4	0	5	-4	6	-0.4
O=C(Nc1ccc(C(=O)O)cc1)/C(=C\c1ccc([N+](=O)[O-])cc1)NC(=O)c1ccc(Br)cc1	16	-1	-19	1.4	9	17	5	5	0.5
CC(C)Oc1ccc(C(CC(=O)N(C)CCC#N)c2ccc(F)cc2)cc1 (configuration not stated)	4	-16	8	0.8	19	-17[fluorescence artefact?]	-3	7	0.1
CCOC(=O)c1ccc(NC(=O)N2CCc3ccccc32)cc1	20	-4	-22	-0.8	26	9[fluorescence artefact?]	2	8	0.2
CCn1nnnc1SCC(=O)NCc1cccs1	0	-19	10	1.5	-5	-21	-1	19	0.9
CCn1c(SCc2ccccc2)nnc1C1CCN(S(=O)(=O)c2ccc(OC)cc2)CC1	-8	-14	-1	4.1	14	7	-1	6	1.3
COc1ccc(N(CC(=O)N2CCN(Cc3ccc4c(c3)OCO4)CC2)S(C)(=O)=O)cc1OC	15	1	-4	1.6	10	-11	8	15	-0.1
Cc1csc(SCC(=O)NCCc2ccc(Cl)cc2)n1	22	-5	-2	-2.4	28	-8[fluorescence artefact?]	2	5	-0.2
COCCn1nnnc1C(c1ccc(OC)cc1)N1CCC(C)CC1 (configuration not stated)	16	40&4	15	-0.4	13	5[fluorescence artefact?]	5	12&7	0.6
O=C(Nc1ncc(Cc2ccccc2Cl)s1)c1ccc([N+](=O)[O-])cc1	30	-5	-2	2.1	8	-3[fluorescence artefact?]	0	9	0.3
O=C1NCC2=C1C(c1ccccc1)Nc1ccccc1N2 (configuration not stated)	-11	2	0	1.9	31	-3	-1	11	0.9
CN(CC(=O)NCCc1ccccn1)S(=O)(=O)c1ccc(Cl)cc1	9	1	-1	0.3	5	-7	-2	4	0.9
Cc1cc(C)c2c(N)c(C(=O)NC3CCCC3)sc2n1	-33	-52	21	-0.8	-13	-8	-1	3	-0.7
CCNc1nc(NC(C)C)nc(SCCOC(=O)c2ccccc2)n1	41	61*	-12	-0.7	13	2	-3	4	-0.7
COc1cc(/C=N/NC(=O)Cc2csc(N3CCOCC3)n2)cc(OC)c1O	6	-14	-19	1.0	14	2	5	4	0.6
O=C(CCOc1ccccc1)Nc1ccc([N+](=O)[O-])cc1	10	-18	7	-2.1	15	7	3	3	-0.4
O=C(Nn1c(C2CCCCC2)nc2ccccc2c1=O)c1ccc([N+](=O)[O-])cc1Cl	32	15	-3	2.3	15	-8	3	8	0.8
CC(C)CCNc1nc(N)c([N+](=O)[O-])c(NCCO)n1	-2	25	17	-0.8	12	4	·	5	-1.1

Other entries
SMILES	CHOP inhibitor	EP2 mod	NPY1 pot ag	TRPN1 ag	PPC-1+TRAIL kill	14-3-3 Bad inh	NPY Y1 blocker	EP2 antag	TRPML3 ag
O=C(NN1C(=O)C2C3C=CC(C4CC34)C2C1=O)c1cccc(Cl)c1 (configuration not stated)	15	6	4	-0.6	9	55[fluorescence artefact?]	-1	11	0.5
CCOC(=O)c1nnn(-c2nonc2N)c1CN1CCCCCC1	28	-6	6	0.6	23	-11	1	3	1.3
CCOC(=O)c1cccc(-n2c(-c3ccc(OC)cc3)nc3nc4ccccc4nc32)c1	15	19	-6	0.8	4	-4[fluorescence artefact?]	1	6	0.5
O=C(Nc1ccc(O)c(C(=O)O)c1)c1ccc2c(c1)C(=O)N(CC1CCCO1)C2=O (configuration not stated)	-2	31	-3	0.1	7	23	-3	6	0.7
CCOC(=O)c1c(-n2cccc2)sc2c1CCCC2=O	8	32	2	-1.1	21	-28	-3	17	0.2
Cc1sc(NC(=O)CSc2nnc(COc3ccc(Cl)cc3)n2C)c(C#N)c1C	24	10&0	-17	2.4	14	25	8	12&15	0.0
Cn1cnnc1SCC(=O)NNC(=O)COc1ccc(Cl)cc1	34	7	1	-0.8	-21	0	6	2	0.5
COC(=O)c1ccccc1NC(=O)Cn1c(=O)oc2ccc(Cl)cc21	-20	22	2	-2.0	7[5 µM]	-7	0	6	-0.4
Cc1ccc(-n2ncc3c(=O)n(CC#N)cnc32)cc1C	-6	5	-30	1.1	7	-1	4	3	0.3
Cc1cc(C)c(C#N)c(SCc2[nH]nc3c2C(c2ccc(F)cc2)C(C#N)=C(N)O3)n1 (configuration not stated)	29	12	-41	-0.8	31	-12[fluorescence artefact?]	42*	17	0.0
COc1ccc(NC(=O)c2ccco2)cc1NC(=O)c1cc2ccccc2o1	11	-16&6	-23	-0.4	30	-7	8	10&7	-0.2

A stretch of the results above, as a working copy:
SMILES	CHOP inhibitor	EP2 mod	NPY1 pot ag	TRPN1 ag	PPC-1+TRAIL kill	14-3-3 Bad inh	NPY Y1 blocker	EP2 antag	TRPML3 ag
Cc1cc(C)c(C#N)c(SCc2[nH]nc3c2C(c2ccc(F)cc2)C(C#N)=C(N)O3)n1 (configuration not stated)	29	12	-41	-0.8	31	-12[fluorescence artefact?]	42*	17	0.0
COc1ccc(NC(=O)c2ccco2)cc1NC(=O)c1cc2ccccc2o1	11	-16&6	-23	-0.4	30	-7	8	10&7	-0.2
